Screens deposited in PubChem by National Center for Advancing Translational Sciences (NCATS).
BLM helicase inh: qHTS Assay for Inhibitors of Bloom's syndrome helicase (BLM). AID 2528, 2010. RecQ-like DNA helicase BLM (Homo sapiens), P54132. hit rate 0.2% among 350,000. recombinant BLM DNA unwinding, fluorescence dequenching. Potency, µM (series often up to 56.1 µM), for inactives: top-dose activity change, negative = inhibition, actives largely listed as inhibitors;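 note: potency is the fitted concentration of half-maximal effect; plate controls were vehicle for no effect and no enzyme for full effect; nearly all actives have a fitted effect of over 35% in size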
POLK inh: qHTS for Inhibitors of Polymerase Kappa; AID 588579, 2011; hit rate 0.53% among 400,000; purified Pol kappa, fluorescent DNA synthesis assay, 10 min; DNA polymerase kappa (Homo sapiens), Q9UBT6; Potency, µM (top dose mostly 107 µM), inactives show at the top dose activity, negative = inhibition, hits mostly inhibitors; note: potency is the fitted concentration of half-maximal effect; % is set by controls: 0 for no effect and ±100 for the full control effect
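Activity was followed as the change in fluorescence between reads at 0 and 10 min after starting the reaction with 50 nM substrate. Beforehand, 10 nM polymerase had been preincubated with compound for 15 min at room temperature.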
POLI inh: qHTS for Inhibitors of Polymerase Iota; AID 588590, 2011; Potency, µM (series often up to 115 µM), for inactives: at the top dose activity, negative = inhibition, actives largely listed as inhibitors; Pol iota fluorescent replication assay, 10 min; hit rate 1% among 390,000; DNA polymerase iota (Homo sapiens), Q9UNA4; note: potency is the fitted concentration of half-maximal effect
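Fluorescent replication assay read twice, at 0 min and 10 min after adding 50 nM (final) substrate. Enzyme (10 nM) and compounds were first incubated 15 min at room temperature; enzyme-free buffer wells were negative controls.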
POLH inh: qHTS for Inhibitors of Polymerase Eta; DNA polymerase eta (Homo sapiens), Q9Y253; recombinant Pol eta, fluorescent DNA replication assay; Potency, µM (titrated, usually from 114 µM), for inactives: at the top dose activity change, negative = inhibition, hits mostly inhibitors; hit rate 1.2% among 390,000; AID 588591, 2011; note: potency is the fitted concentration of half-maximal effect; % is set by controls: 0 for no effect and ±100 for the full control effect
Target sequence (Q9Y253 whole entry, looked up): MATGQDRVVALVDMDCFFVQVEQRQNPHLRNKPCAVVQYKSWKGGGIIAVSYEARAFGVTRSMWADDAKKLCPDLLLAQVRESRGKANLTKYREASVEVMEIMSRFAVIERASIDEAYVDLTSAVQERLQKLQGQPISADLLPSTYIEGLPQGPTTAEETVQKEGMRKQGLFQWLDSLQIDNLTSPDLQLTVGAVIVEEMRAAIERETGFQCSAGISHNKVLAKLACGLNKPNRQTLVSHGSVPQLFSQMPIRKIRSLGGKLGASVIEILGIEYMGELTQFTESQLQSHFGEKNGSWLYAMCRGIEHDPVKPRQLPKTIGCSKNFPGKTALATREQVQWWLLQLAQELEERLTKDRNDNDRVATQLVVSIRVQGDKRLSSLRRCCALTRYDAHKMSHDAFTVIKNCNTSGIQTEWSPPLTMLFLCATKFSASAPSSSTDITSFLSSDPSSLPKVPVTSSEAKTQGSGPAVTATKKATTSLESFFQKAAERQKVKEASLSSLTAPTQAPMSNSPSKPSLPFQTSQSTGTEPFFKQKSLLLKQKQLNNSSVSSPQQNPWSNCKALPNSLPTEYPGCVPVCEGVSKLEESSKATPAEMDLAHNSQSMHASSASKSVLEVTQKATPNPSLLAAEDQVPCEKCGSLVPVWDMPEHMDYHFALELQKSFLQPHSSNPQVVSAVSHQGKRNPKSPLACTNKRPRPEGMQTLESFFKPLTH
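Pol eta (10 nM) was preincubated with compounds for 15 min at room temperature, after which fluorescent replication substrate (50 nM final) was added to start the reaction. Fluorescence was read kinetically at 0 and 10 min.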
APE1 inh: qHTS Assay for Inhibitors of the Human Apurinic/apyrimidinic Endonuclease 1 (APE1) | recombinant APE1, TAMRA/BHQ-2 abasic DNA cleavage fluorescence | Potency, µM (highest dose often 65.8 µM), for inactives: at the top dose activity change, negative = inhibition, actives largely listed as inhibitors | hit rate 0.35% among 350,000;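 note: potency is the fitted concentration of half-maximal effect; plate controls were vehicle for no effect and reference inhibitor for full effect; nearly all actives have a fitted effect of over 55% in size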
Target sequence (P27695 whole entry, looked up): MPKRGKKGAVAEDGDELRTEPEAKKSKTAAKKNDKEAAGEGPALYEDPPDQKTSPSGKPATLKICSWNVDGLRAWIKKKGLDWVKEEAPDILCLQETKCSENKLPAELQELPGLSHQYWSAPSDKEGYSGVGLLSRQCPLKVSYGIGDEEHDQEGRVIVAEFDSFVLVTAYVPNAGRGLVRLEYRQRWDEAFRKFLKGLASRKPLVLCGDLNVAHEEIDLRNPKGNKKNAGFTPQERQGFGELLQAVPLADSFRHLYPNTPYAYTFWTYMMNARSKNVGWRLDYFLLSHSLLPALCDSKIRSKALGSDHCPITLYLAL
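Substrate: short duplex with […] THF abasic site, 5'-TAMRA and 3'-BHQ-2, 50 nM final. APE1 at 0.75 nM, preincubated 15 min RT with compound. Fluorescence increase from first to third read measured activity.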
Pol beta inh: qHTS Assay for Inhibitors of DNA Polymerase Beta | P06746 | Pol beta primer extension/strand displacement, fluorescence kinetic | Potency, µM (titrated, usually from 114 µM), for inactives: top-dose activity change, negative = inhibition, actives largely listed as inhibitors | hit rate 1.3% among 340,000 | AID 485314, 2010; note: potency is the fitted concentration of half-maximal effect; % is set by controls: 0 for no effect and ±100 for the full control effect
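Human Pol beta at 10 nM; strand-displacement substrate 50 nM final. Compound exposure 15 min at room temperature before start, reaction 10 min at room temperature.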
RXFP1 antagonist: qHTS Assay for Antagonists of the Relaxin Receptor RXFP1. hit rate 0.59% among 350,000. HEK293-RXFP1, relaxin-stimulated cAMP HTRF, 30 min; stronger effect = lower value. AID 1259400, 2018. activity change, negative = inhibition, % at 57.5 µM;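 active = activity change of -60% or lower, but not beyond a set lower limit; inconclusive = change between -60% and -40%, or beyond the set limit; inactive = change above -40%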; note: % is set by controls: 0 for no effect and ±100 for the full control effect
Apoferritin bind: qHTS Assay for Identification of Novel General Anesthetics | Ferritin light chain (Equus caballus), P02791 | apoferritin/1-aminoanthracene competitive binding, fluorescence | Potency, µM (series often up to 77.5 µM), for inactives: at the highest dose activity change, negative = displacement, most hits filed as inhibitors | hit rate 0.074% among 350,000 | AID 485281, 2010; note: potency is the fitted concentration of half-maximal effect; % is set by controls: 0 for no effect and ±100 for the full control effect; nearly all actives have a fitted effect of over 20% in size
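Horse-spleen apoferritin (10 uM) in 50% saturated 1-aminoanthracene in PBS was incubated 10 min at room temperature with compound. Fluorescence (ex 380, em 535 nm) was normalized to free and bound 1-AMA, with concentration-response fitted by a four-parameter Hill equation.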
PGK inhibitor: qHTS Assay to Find Inhibitors of Phosphoglycerate Kinase; Phosphoglycerate kinase, glycosomal (Trypanosoma brucei brucei), P07378; PGK/GAPDH coupled, Kinase-Glo luminescence, 60 min; Potency, µM (doses to about 57.5 µM), without a hit: top-dose activity change, negative = inhibition, most hits filed as inhibitors; hit rate 0.043% among 380,000; AID 602233, 2012; note: potency is the fitted concentration of half-maximal effect; % is set by controls: 0 for no effect and ±100 for the full control effect; nearly all actives have a fitted effect of over 60% in size
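Recombinant glycosomal PGK reaction used 1,3-bisphosphoglycerate generated in-well by GAPDH (100nM final) in 100mM TEA pH 7.6, 5mM MgCl2, 0.01% Tween-20. After 60 minutes at room temperature, ATP was read by Kinase-Glo Plus luminescence end-point.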
Starred values were filed as active, the others as inactive; i = inactive; ? = inconclusive; . = not tested or not shown; & = joins results of further samples; [ ] = dose if it differs, or a comment. Unless noted, calls come from the whole dose curve; as a rule, active = well fitted curve in the direction sought with a large enough effect; inconclusive = small, poorly fitted or top-dose-only effect, or another doubt; inactive = no such curve, though single readings can be large; an effect the other way counts as inactive or inconclusive.

The first 2 entries as a preview:
nr	compound	BLM helicase inh	POLK inh	POLI inh	POLH inh	APE1 inh
1	O=C1N(Cc2cccc(Cl)c2)C[C@@H]2C[C@@H](c3cccn3-c3ccccn3)N3CCC[C@@]123	0%	6%	44%[activator]	-22%	1%
2	CN(Cc1nc2ccc(F)cc2[nH]1)Cc1nc(CC2CC2)no1	-5%	5%[60.1 µM]	9%	0%	1%

nr	Pol beta inh	RXFP1 antagonist	Apoferritin bind	PGK inhibitor
1	1%	9	?	i
2	31%[activator]	-3	-5%	-1%

This part in full, from the first entry:
nr	compound	BLM helicase inh	POLK inh	POLI inh	POLH inh	APE1 inh
1	O=C1N(Cc2cccc(Cl)c2)C[C@@H]2C[C@@H](c3cccn3-c3ccccn3)N3CCC[C@@]123	0%	6%	44%[activator]	-22%	1%
2	CN(Cc1nc2ccc(F)cc2[nH]1)Cc1nc(CC2CC2)no1	-5%	5%[60.1 µM]	9%	0%	1%
3	CSC1=NCCN1C(=O)c1ccc(C)cc1	-12%	3%	160%[activator]	0%	2%
4	COc1cccc(CN2CCN(Cc3cc4ccccc4[nH]3)CC2CCO)c1 (stereo not drawn)	0%	-2%	17%	-14%	-1%
5	CC(C)(CC(=O)OCC(=O)Nc1ccccc1F)CC1=NS(=O)(=O)c2ccccc2N1	-4%&-2%	-9%	23%&18%	13%&-16%	-1%
6	CCCCSc1cc(C)nc2ncnn12	-2%	-3%	38%[activator]	-11%	-5%
7	C=C(C)Cn1c(CCCNC(=O)C(C)(C)C)nc2ccccc21	6%	3%	0%	-14%	1%
8	CC(NC(=O)c1cc(-c2ccncc2)nc2ccc(Br)cc12)C1CCCO1 (stereo not drawn)	-4%	-12%	27%	-4%	19%

nr	Pol beta inh	RXFP1 antagonist	Apoferritin bind	PGK inhibitor
1	1%	9	?	i
2	31%[activator]	-3	-5%	-1%
3	5%	-9	-6%	-1%
4	-1%	-1	-11%	i
5	29%&-1%	?	7%&-7%	-9%&-4%
6	9%	-4	-6%	10%
7	13%	4	10%	-8%
8	2%	2	-13%	-7%

Next part:
nr	compound	BLM helicase inh	POLK inh	POLI inh	POLH inh	APE1 inh
9	Cc1cc2ccccn2c1C(=O)c1ccccc1Br	-7%	-6%	6%	-2%	13%
10	CCN(CC)CCCNc1oc(-c2cccc(Cl)c2)nc1C#N	4%	-2%	-6%[58.9 µM]	-21%	0%
11	CC1=C(C(=O)OCC(C)C)C(c2cc3c(cc2Br)OCO3)NC(=O)N1C (stereo not drawn)	-4%	-13%	-5%	-25%	12%
12	Cc1nn(Cc2ccccc2)c2c1C(c1ccc(Cl)cc1)C(C#N)=C(N)O2 (stereo not drawn)	-1%	-17%	-2%	-7%	2%
13	O=C(Nc1nc(-c2cc(F)ccc2F)cs1)C1=NN(c2ccccc2)C(=O)CC1	-8%	-7%	-21%	4%	-9%
14	O=C(CN1C(=O)C2(SCC(=O)N2c2cccc(F)c2)c2ccccc21)NCCc1ccccc1 (stereo not drawn)	-5%	4%	2%	-3%	.
15	O=C(c1ccco1)N1CCC(n2nnc3ccccc32)CC1	-9%	1%	14%	-8%	-3%
16	Cc1ccc(C)c(C(=O)CCC(=O)NNC(=O)Cn2nc(C)cc2C)c1	.	3%	12%	3%	15%

nr	Pol beta inh	RXFP1 antagonist	Apoferritin bind	PGK inhibitor
9	2%	-17	?	2%
10	-18%	3	-5%	6%
11	0%	-9	-19%	0%
12	-22%	-9	1%	.
13	21%	7	-22%	-4%
14	24%	.	-19%	-5%
15	-1%	-4	30%	-9%
16	.	-9	.	i

Carrying on.
nr	compound	BLM helicase inh	POLK inh	POLI inh	POLH inh	APE1 inh
17	CC(OC(=O)C1CCCCC1)C(=O)Nc1cccc(Cl)c1 (stereo not drawn)	-8%	-8%	139%[activator]	-10%	-1%
18	CN(C)S(=O)(=O)c1cccc(NC(=O)CCc2nc3sc4c(c3c(=O)[nH]2)CCCC4)c1	.	-24%	6%	-25%	13%
19	CCCCn1c(N)c(N(CCOC)C(=O)CCCc2nc3ccccc3c(=O)[nH]2)c(=O)[nH]c1=O	.	-12%	-11%	-11%	19%
20	O=C(CCc1ccccc1Cl)NC1CCCN(c2ccc(C(F)(F)F)cn2)C1 (stereo not drawn)	-2%	-18%	7%	2%	-6%
21	Cc1c(C)n(CC(O)CN2CCOCC2)c2ccccc12 (stereo not drawn)	2%	2%	41%[activator]	-8%	1%
22	O=C(CSc1ccccc1Cl)c1ccco1	-3%	?	?	?	-1%
23	COc1ccc2occ(C(=O)c3cccs3)c2c1	-4%	-10%	14%	6%	2%
24	Cc1cc(C)cc(NC(=O)NCCc2c(C)nn(C)c2C)c1	-2%	-4%[60.1 µM]	17%	-13%	.

nr	Pol beta inh	RXFP1 antagonist	Apoferritin bind	PGK inhibitor
17	27%	-26	?	-3%
18	.	-18	.	-9%
19	.	-4	.	-2%
20	22%	1	-2%	4%
21	?	0	-10%	-4%
22	?	-20	25µM*	-2%
23	1%	-6	25µM*	-4%
24	-2%	.	1%	-4%

The list continues.
nr	compound	BLM helicase inh	POLK inh	POLI inh	POLH inh	APE1 inh
25	Cc1ccc(OC(=O)c2c(C)nn(-c3ccccc3)c2C)cc1	-9%	-11%	4%	-9%	-5%
26	CC(C)CNC(=O)C(=O)Nc1ccc2c(c1)N(S(=O)(=O)c1cccs1)CCC2	.	-9%	13%	-7%	-15%
27	CCOc1ccccc1N(C(=O)CNC(=O)c1ccco1)C(C(=O)NC(C)(C)C)c1ccncc1 (stereo not drawn)	-1%	-5%	19%	2%	4%
28	OCCN1CCN(C(=S)c2ccc(-c3ccccc3)cc2)CC1	-1%	4%	50%[activator]	7%	-2%
29	O=C1CC(c2ccccc2)c2c(n3ncnc3[nH]c2=O)N1 (stereo not drawn)	1%	-7%[60.1 µM]	-6%	-20%	.
30	Cc1c(NC(=O)c2cc(=O)c3cc(Cl)ccc3o2)c(=O)n(-c2ccccc2)n1C	5%	-3%	-5%	-9%	.
31	C=CCON1C(=O)C(=O)N(OCC=C)[C@H]2CCCC[C@H]21	-2%	-3%	13%	-10%	1%
32	C#CC(CC)(CC)NC(=S)Nc1cccc(C(C)=O)c1	4%	-8%	6%	-7%	-2%

nr	Pol beta inh	RXFP1 antagonist	Apoferritin bind	PGK inhibitor
25	-2%	?	8%	-1%
26	.	-10	.	4%
27	25%	-9	-13%	-1%
28	-11%	-4	-5%	1%
29	-2%	6	-3%	-4%
30	25%	11	-9%	6%
31	1%	2	0%	-5%
32	15%	1	?	0%

5 entries out of the list, ordered by number of heavy atoms, high to low:
nr	compound	BLM helicase inh	POLK inh	POLI inh	POLH inh	APE1 inh
27	CCOc1ccccc1N(C(=O)CNC(=O)c1ccco1)C(C(=O)NC(C)(C)C)c1ccncc1 (stereo not drawn)	-1%	-5%	19%	2%	4%
26	CC(C)CNC(=O)C(=O)Nc1ccc2c(c1)N(S(=O)(=O)c1cccs1)CCC2	.	-9%	13%	-7%	-15%
28	OCCN1CCN(C(=S)c2ccc(-c3ccccc3)cc2)CC1	-1%	4%	50%[activator]	7%	-2%
29	O=C1CC(c2ccccc2)c2c(n3ncnc3[nH]c2=O)N1 (stereo not drawn)	1%	-7%[60.1 µM]	-6%	-20%	.
31	C=CCON1C(=O)C(=O)N(OCC=C)[C@H]2CCCC[C@H]21	-2%	-3%	13%	-10%	1%

nr	Pol beta inh	RXFP1 antagonist	Apoferritin bind	PGK inhibitor
27	25%	-9	-13%	-1%
26	.	-10	.	4%
28	-11%	-4	-5%	1%
29	-2%	6	-3%	-4%
31	1%	2	0%	-5%

The list continues.
nr	compound	BLM helicase inh	POLK inh	POLI inh	POLH inh	APE1 inh
33	O=C(Nc1cccc(NC(=O)c2ccco2)c1)c1cnccn1	-10%	-11%	0%	-4%	1%
34	C=CCNC(=O)c1onc(CSc2cccc(OC)c2)c1C(=O)O	1%	9%	5%	-1%	1%
35	CCC(C)NCC(=O)Nc1sc2c(c1C(N)=O)CCC2 (stereo not drawn)	2%	-17%	0%	-8%	1%
36	Cc1cc2[nH]c3c(c[n+](C)c4ccccc34)c2cc1C	?	25µM*	4.5µM*	?	5%
37	O=C(OCc1ccccc1)N1CCC2CC1c1cc(Cl)ccc12 (stereo not drawn)	.	9%	-10%	-14%	.
38	COc1ccc(-c2nc3nc(C)cc(Nc4cccc(C(F)(F)F)c4)n3n2)cc1	-12%	-7%	-17%	?	38%
39	CC(=O)CC(=O)[C@@]1(O)CC[C@@H]2[C@@H]3C=C(C)C4=CC(=O)CC[C@@H]4[C@H]3CC[C@]21C	0%[21.4 µM]	-10%[12 µM]	.	.	0%[21 µM]
40	CCOC(=O)c1c(C)[nH]c(C)c1C(=O)COC(=O)c1cc(OC)c(OC)cc1OC	-1%	-1%	9%	-8%	13%
41	CCCC[C@H]1C2=C3[C@@H](CC(C(=O)OC)=C[C@@H](C(=O)OC)[C@H]3C(C)(C)C2=O)n2c(=O)n(C)c(=O)n21	-6%	18%	13%	.	7%
42	CCN1C(=O)[C@H]2[C@@H](c3ccc(-c4ccc5c(c4)OCO5)c(OC)c3)N[C@@](Cc3ccccc3)(C(=O)OC)[C@H]2C1=O	.	2%	10%	-14%	32%

nr	Pol beta inh	RXFP1 antagonist	Apoferritin bind	PGK inhibitor
33	23%	-5	9%	-3%
34	40%	.	-11%	i
35	-3%	16	3%	-3%
36	1.3µM*	?	44%[activator]	-3%
37	.	.	.	-11%
38	?	-2	4%	-9%
39	.	.	-23%[29.3 µM]	.
40	-16%	-2	-5%	-5%
41	.	.	-3%	.
42	.	.	.	0%

A portion of the library. The share of hits here may be higher or lower than overall.
